B2AR arrestin: qHTS assay of beta-arrestin-biased ligands of beta2-adrenergic receptor; hit rate 0.02% among 330,000; beta-arrestin recruitment to beta2AR, cell-based reporter; Potency, µM (top dose mostly 46.1 µM), inactives show at the highest dose activation, hits mostly activators;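 note: potency is the fitted concentration of half-maximal effect; 0% = DMSO controls and full agonism = EC100 isoproterenol or metaproterenol; nearly all actives have a fitted effect of over 65% in size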
PTAP TSG101 blk: qHTS Assay for Iinhibitors of HIV-1 Budding by Blocking the Interaction of PTAP/TSG101 | 340,000 tested, under 10 active | Fluorescence polarization, FITC-PTAP peptide / Tsg101 binding | Potency, µM (titrated, usually from 115 µM), without a hit: top-dose activity change, negative = inhibition, actives largely listed as inhibitors | AID 493005, 2010; active = well fitted inhibition curve with a large enough effect in the main read-out, with a control signal flat, not every such curve was filed as active; inconclusive = small, poorly fitted or top-dose-only effect, or effect the other way, or a change in a side signal; inactive = no such curve, though single readings can be large or run the other way; note: potency is the fitted concentration of half-maximal effect; % of control where 0% means no effect
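FP read-out: FITC-PTAP peptide, 50 nM final, binding Tsg101 binding domain, 10 uM final; 20 min, r.t.; 10 mM HEPES pH 7.5, 0.15 M NaCl, 0.01% Tween 20, 3 mM EDTA, 0.1 mM TCEP.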
p53 reactivator: qHTS assay for re-activators of p53 using a Luc reporter; Potency, µM (highest dose often 92.2 µM), for inactives: at the top dose activity change, positive = activation, actives largely listed as activators; H1299 p53-A138V BP100-luciferase reporter, luminescence, 24 h; hit rate 0.063% among 320,000; AID 504706, 2011; note: potency is the fitted concentration of half-maximal effect; % of control where 0% means no effect; nearly all actives have a fitted effect of over 45% in size
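p53-null H1299 cells stably carrying temperature-sensitive p53-A138V and a BP100-luciferase reporter were pinned with compounds (4-point, 1:5 series) and held 24 hrs at 37 deg C. Luminescence was read 10 min after detection reagent.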
ELG1 repair inh: qHTS screen for small molecules that inhibit ELG1-dependent DNA repair in human embryonic kidney (HEK293T) cells expressing luciferase-tagged ELG1. HEK293T ELG1-luciferase reporter, luminescence, 16 h; DNA damage induced by 5-fluorouridine. Potency, µM (doses to about 46.1 µM), for inactives: top-dose activity change, negative = inhibition, most hits filed as inhibitors. hit rate 2.3% among 330,000; note: potency is the fitted concentration of half-maximal effect; % is set by controls: 0 for no effect and ±100 for the full control effect; nearly all actives have a fitted effect of over 55% in size
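Quantitative HTS, concentration-response format. 2,000 cells/well co-treated with 5-fluorouridine and compound, 16 hr in 5% CO2 at 37 °C; ONE-Glo luminescence read after 30 min.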
BRCA1 expr act: qHTS Assay to Identify Small Molecule Activators of BRCA1 Expression; MCF7-BRCA1-FFLuc reporter, luminescence, 48 h; response scale: scaled: vehicle 0%, 10 µM genistein 100%; AID 624202, 2012; hit rate 1.1% among 380,000; Potency, µM (titrated, usually from 46.1 µM), for the others: at the top dose activation, actives largely listed as activators; note: potency is the fitted concentration of half-maximal effect; nearly all actives have a fitted effect of over 80% in size; some results filed as inactive show a strong effect at the top dose
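48 h compound treatment of MCF7-BRCA1-FFLuc cells (phenol-red free MEM, 37 °C), then 15 min with luciferase substrate and luminescence imaging.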
a7 integrin act: qHTS for Activators of Integrin-Mediated Alleviation for Muscular Dystrophy; hit rate 0.064% among 350,000; alpha7betagal myoblasts, beta-gal FDG fluorescence, 48 h; AID 624291, 2012; Potency, µM (highest dose often 38.3 µM), for the others: at the top dose activation, hits mostly activators;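 note: potency is the fitted concentration of half-maximal effect; 100% = response of the positive control SU9516; nearly all actives have a fitted effect of over 60% in size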
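alpha7betagal+/- myoblasts (passage 13, 250/well) treated 48 h at 37C with compounds at 1:260 dilution of DMSO stock. Lysed, then beta-galactosidase activity read as FDG fluorescence (ex 480/em 540) after 30 min, with pre-read for autofluorescence.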
MLL CXXC-DNA inh: qHTS Fluorescence Polarization Assay for Inhibitors of MLL CXXC domain - DNA interaction | Histone-lysine N-methyltransferase 2A (Homo sapiens), Q03164 | MLL-CXXC / FITC-HOXA9 DNA fluorescence polarization | Potency, µM (series often up to 115 µM), inactives show at the top dose activity change, negative = inhibition, most hits filed as inhibitors | hit rate 0.037% among 290,000; active = well fitted inhibition curve with a large enough effect in the polarisation, with a control signal flat, not every such curve was filed as active; inconclusive = small, poorly fitted or top-dose-only effect, or effect the other way, or a change in a side signal; inactive = no such curve, though single readings can be large or run the other way; the % refers to the polarisation; note: potency is the fitted concentration of half-maximal effect
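Steps: dispense CXXC domain solution (7 uM) → pin compounds or unlabeled HOX-A9 DNA control → 5 min ambient → add FLSN-HOX-A9 solution (50 nM) → spin → 30 min ambient → fluorescence polarization. Tris pH 7.5/NaCl/DTT/BSA buffer.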
AT treatment: qHTS Assay for Identifying a Potential Treatment of Ataxia-Telangiectasia. hit rate 0.19% among 320,000. Potency, µM (series often up to 57.5 µM), inactives show top-dose activation, most hits filed as activators. […] A-T fibroblasts, KAP-1 phosphorylation AlphaLISA; neocarzinostatin DNA damage 30 min before lysis; note: potency is the fitted concentration of half-maximal effect; % of control where 0% means no effect; nearly all actives have a fitted effect of over 45% in size
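hTERT-immortalized A-T patient fibroblasts ([…]), 500 cells/well in OPTI-MEM, 1% FBS, got compounds for 60 min, then NCS for 30 min at 37C. Lysates were then assayed for phospho-KAP-1 by AlphaLISA (anti-pKAP1 donor, anti-KAP1 acceptor beads), 6 hr at 25C.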
TRPV1 agonist: HTS Assay for Compounds that Act as Agonists of the Vanilloid Receptor 1; hit rate 0.19% among 320,000; TRPV1-expressing cells, Fluo-8 calcium influx, agonist mode; activation, % at 8.33 µM; in the data active = activation above about 80%; inconclusive = between about 30% and that limit; note: 0% is about no effect
Target sequence (Q8NER1 whole entry, looked up): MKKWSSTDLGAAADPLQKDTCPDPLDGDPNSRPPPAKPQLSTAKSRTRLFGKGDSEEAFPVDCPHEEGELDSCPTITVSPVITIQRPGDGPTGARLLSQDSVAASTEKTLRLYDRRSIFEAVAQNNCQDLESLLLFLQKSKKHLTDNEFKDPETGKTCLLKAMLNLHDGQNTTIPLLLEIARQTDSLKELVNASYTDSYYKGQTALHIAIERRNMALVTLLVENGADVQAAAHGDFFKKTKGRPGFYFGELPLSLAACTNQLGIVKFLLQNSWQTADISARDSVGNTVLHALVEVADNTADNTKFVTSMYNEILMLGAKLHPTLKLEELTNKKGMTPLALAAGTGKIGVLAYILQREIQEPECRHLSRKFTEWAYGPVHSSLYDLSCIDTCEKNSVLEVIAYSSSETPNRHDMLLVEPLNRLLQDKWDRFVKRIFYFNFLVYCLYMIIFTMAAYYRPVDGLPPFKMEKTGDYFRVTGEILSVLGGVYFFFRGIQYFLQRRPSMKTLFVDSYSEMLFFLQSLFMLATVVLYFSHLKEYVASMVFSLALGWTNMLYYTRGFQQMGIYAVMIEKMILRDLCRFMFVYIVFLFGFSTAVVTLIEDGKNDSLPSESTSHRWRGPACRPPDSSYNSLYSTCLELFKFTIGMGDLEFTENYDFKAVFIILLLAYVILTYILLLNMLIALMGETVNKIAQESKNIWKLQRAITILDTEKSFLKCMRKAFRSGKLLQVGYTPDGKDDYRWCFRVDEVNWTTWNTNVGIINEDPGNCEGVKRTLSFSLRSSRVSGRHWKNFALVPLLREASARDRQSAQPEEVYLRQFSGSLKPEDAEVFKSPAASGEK
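Fluo-8 calcium influx in TRPV1-expressing cells, kinetic read (ex 480/em 520 nm). Compound added and read 3 min for agonist activity, followed by capsaicin at EC20 final and 2 min further read for enhancement.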
TCR act: Activators of T cell receptors: qHTS campaign; primary human leukocytes, anti-CD3, IL-2 HTRF, 48 h; Potency, µM (series often up to 9.22 µM), without a hit: top-dose activation of IL-2 secretion, usual class: activators; 330,000 tested, under 10 active; note: % of control where 0% means no effect
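48 hr co-incubation of compounds, a-CD3 beads and primary human leukocytes; IL-2 quantified homogeneously by HTRF with anti-IL-2 K and d2 conjugates.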
An asterisk follows results filed as active; ? = inconclusive; nt = not tested or not shown; [ ] = dose if it differs, or a comment. Unless noted, calls come from the whole dose curve; as a rule, active = well fitted curve in the direction sought with a large enough effect; inconclusive = small, poorly fitted or top-dose-only effect, or another doubt; inactive = no such curve, though single readings can be large; an effect the other way counts as inactive or inconclusive.

SMILES	B2AR arrestin	PTAP TSG101 blk	p53 reactivator	ELG1 repair inh	BRCA1 expr act	a7 integrin act	MLL CXXC-DNA inh	AT treatment	TRPV1 agonist	TCR act
CC[C@]1(c2ccccc2)C(=O)N(C(=O)OC)N1C(=O)OC	0.5%	-4%	7%	-17%	-4%	25%	-13%	10%	-4	-6%
CCOC(=O)C1CCN(C(=O)/C=C/c2ccc(OC)cc2)CC1	-0.1%	0%	?	?	?	21%	-8%	-2%	?	0%
O=C(c1ccc(Br)cc1)N1CCN(S(=O)(=O)c2ccccc2)CC1	-0.3%	-3%	-6%	-15%	-5%	-20%	2%	5%	4	0%
CN1C(=O)SC(Nc2cccc3ccccc23)C1=O (stereo not given)	-0.6%	-3%	1%	1%	0%	-33%[inhibitor]	-12%	nt	2	9%[46.1 µM]
Cc1nc2nc(CSc3ccc(Cl)cc3)cc(=O)n2[nH]1	-0.1%	1%	8%	15%	-6%	-14%	?	6%	-1	2%
COc1ccc(C(=O)NCCONC(=O)c2ccc(OC)cc2)cc1	0.4%	-10%	-5%	9%	15%	-14%	18%	3%	3	4%
Cc1ccccc1CN1CCCC(C(=O)Nc2ccccc2Oc2cccnc2)C1 (stereo not given)	-0.7%	-2%	-7%	8%	-31%	7%	-7%	7%	?	1%
O=C(CCC(=O)Nc1cccc2ccccc12)N/N=C/c1ccco1	-0.4%	-1%	-7%	-1%	6%	-6%	-2%	-1%	0	1%[46.1 µM]
Nc1c(NCc2ccccc2)c(=O)c1=O	-0.8%	-1%	0%	11%	23%	3%	-11%	-2%	-1	-34%
COc1ccc(CCNC(=O)CN2C(=O)CCSc3ccccc32)c(OC)c1	5.5%	1%	-11%	-1%	-23%	-11%	-5%	-8%	8	-3%
CN(C)c1cc(Cl)c2nonc2c1N	0.5%	-2%	0%	-4%	-5%	-21%	-21%	8%	-3	0%
C=CCc1ccccc1Oc1cc(F)nc(N)n1	-0.2%	-3%	nt	18%	1%	28%	4%	-2%	7	1%
COc1ccccc1OCCC(=O)OCC(=O)Nc1cccc(Br)c1	-0.2%	-1%	-2%	21%	17%	-3%	15%	4%	-3	-2%[46.1 µM]
CCCCC(=O)O[C@H]1CC[C@H]2[C@@H]3CCc4cc(O)ccc4[C@H]3CC[C@]12C	-0.1%	-11%	-7%	-3%	-45%	nt	?	?	2	2%
O=C(c1ccncc1)N1CCN(C(=O)c2ccncc2)CC1	-0.1%	-10%	2%	-2%	15%	2%[7.66 µM]	-6%	0%	-2	6%
CCOc1ccccc1N1CCN(C(=O)/C=C/c2cccc([N+](=O)[O-])c2)CC1	-0.5%	-1%	-1%	-19%	-25%	2%	4%	4%	-2	1%[46.1 µM]
COc1ccc(/C=N/NC(=O)CCn2c3ccccc3c3ccccc32)cc1O	-0.2%	-4%	4%	-18%	-80%	-25%	12%	4%	27	-48%
COC(=O)c1cc(-c2ccccc2)on1	-0.3%	-1%	-3%	1%	-11%	20%	-13%	1%	7	2%
CN(C)CCCNC(=O)C(=O)Nc1ccc2c(c1)N(S(=O)(=O)c1cccs1)CCC2	-0.9%	1%	6%	4%	-31%	-50%[inhibitor]	nt	-5%	7	5%
COc1ccc(CNC(=O)Cc2c(C(=O)O)[nH]c3ccccc23)c(OC)c1	-0.4%	2%	9%	-1%	-14%	5%	5%	16%	2	3%
CC(OC(=O)C1CCN(c2ccc(C(F)(F)F)cn2)CC1)C(=O)Nc1ccc(S(N)(=O)=O)cc1 (stereo not given)	-0.5%	nt	3%	-3%	-12%	-14%	0%	5%	22	2%
Cc1cc(OCC(=O)NC2CC(C)(C)NC(C)(C)C2)c2c(C)cc(=O)oc2c1	-0.5%	-9%	-9%	?	12%	-66%[inhibitor]	-10%	-5%	2	3%
CCCOc1cc(C)c(S(=O)(=O)n2ccc(C)n2)cc1C	nt	-11%	nt	nt	-32%	?	1%	nt	20	0%
CC1(C)CC(=O)C2=C(C1)N(c1ccccc1)C(=O)CC2c1ccsc1 (stereo not given)	0.2%	-1%	1%	-1%	-6%	-6%	1%	10%	1	-11%
CN(C(=O)CC1C(=O)NCCN1Cc1cccc(C(F)(F)F)c1)C1CCOCC1 (stereo not given)	3.8%	-11%	24%	0%	10%	-6%	27%	-15%	3	-2%
Next section
SMILES	B2AR arrestin	PTAP TSG101 blk	p53 reactivator	ELG1 repair inh	BRCA1 expr act	a7 integrin act	MLL CXXC-DNA inh	AT treatment	TRPV1 agonist	TCR act
CC1CN(Cc2nc3c(c(=O)n(C)c(=O)n3C)n2CCCc2ccccc2)CC(C)O1 (stereo not given)	nt	0%	nt	nt	-3%	-9%	nt	nt	nt	2%
C=CCSc1nc2ccccc2n2cnnc12	-0.2%	-11%	-4%	2%	-4%	28%	3%	7%	-10	3%
COc1ccc2c3c([nH]c2c1)C1(NCC3)C(=O)Nc2ccccc21 (stereo not given)	-0.2%	-2%	-3%	-20%	9%	2%	38%[activator]	11%	-3	-3%
CCSc1nnc(NC(=O)c2ccc(S(=O)(=O)N(C)C)cc2)s1	0.3%	-1%	7%	?	40%	-13%	-29%	0%	7	0%
O=C(CCN1C(=O)c2ccccc2S1(=O)=O)Nc1cc(Cl)ccc1Cl	-0.3%	2%	-4%	-27%	12%	-6%	nt	1%	8	6%
CCN1CCN(C(=O)CN(c2ccc(F)c(Cl)c2)S(C)(=O)=O)CC1	0.1%	-6%	-2%	-18%	0%	5%	46%[activator]	-4%	2	5%
CC(OC(=O)c1ccc(NC(=O)CC#N)cc1)C(=O)NCCC1=CCCCC1 (stereo not given)	-0.2%	-1%	-7%	-26%	-40%	35%	nt	3%	1	-6%
Cc1ccc(NC(=O)c2cccc(S(=O)(=O)N(C)c3ccccc3)c2)cc1S(=O)(=O)N1CCOCC1	-0.8%	0%	-9%	13µM*	-53%	-25%	5%	0%	9	-3%[46.1 µM]
O=C(Oc1ccc(Cl)c2cccnc12)c1cccc([N+](=O)[O-])c1	-0.7%	-2%	10%	?	-61%	-48%[inhibitor]	3%	1%	2	0%[46.1 µM]
O=C(N/N=C/c1ccc(Cl)cc1)c1sccc1OCc1ccc(F)cc1	-0.5%	-15%	?	?	-57%	-17%	5%	0%	?	2%
COc1ccc(/C=C2\SC(=Nc3ccccc3OC)NC2=O)cc1	2.9%	0%	-92%[inhibitor]	-21%	-31%	?	-21%	1%	13	4%
Cc1ccc(S(=O)(=O)NCC(=O)OCC(=O)c2c(N)n(C)c(=O)n(C)c2=O)cc1	-0.9%	-7%	1%	2%	-24%	?	10%	5%	-2	2%[46.1 µM]
O=C(Nc1ccc(C(=O)O)cc1)/C(=C/c1cccc(Br)c1)NC(=O)c1ccco1	-0.3%	-3%	3%	?	-2%	-21%	9%	-4%	-2	0%
O=C(NCc1ccccc1)c1ccc(F)c(S(=O)(=O)N2CCOCC2)c1	0.2%	-1%	-11%	-5%	7%	23%	-7%	0%	8	nt
NC1=NC(=O)/C(=C\C=C\c2ccccc2)S1	-1.5%	0%	27%	?	62%	-1%	18%	2%	5	-1%[46.1 µM]
COc1ccc(OC)c(NC(=O)CC2C(=O)NCCN2C(=O)c2ccccc2)c1 (stereo not given)	-0.2%	-1%	4%	2%	-7%	0%	6%	-5%	1	2%
COc1ccc(-c2cc(C(F)(F)F)nc(NC3CCCC3)n2)cc1OC	-0.5%	2%	-6%	?	-39%	11%	2%	-1%	5	-1%
CN(CC(=O)Nc1ccccc1Cl)C(=O)c1cccc(S(=O)(=O)N2CCN(c3ccc(F)cc3)CC2)c1	0.3%	-5%	?	?	-53%	14%	-2%	-6%	15	-3%
COCCCNc1nc2ccccc2nc1NS(=O)(=O)c1ccc(OC)cc1	-0.9%	0%	-6%	0%	-20%	57%	10%	23%	0	-1%
Cc1ccc(/C=N/Nc2nc(N3CCCCC3)nc(N3CCCCC3)n2)o1	-0.1%	-2%	1%	-21%	1%	-49%[inhibitor]	-1%	4%	85*	1%
COc1ccc(CCC(=O)N2CCN(S(=O)(=O)c3ccc(C)cc3)CC2)cc1	0.0%	6%	-12%	-19%	20%	-12%	nt	-3%	4	0%
CC(=O)Nc1ccc(S(=O)(=O)NCCCN2CCOCC2)cc1	0.2%	-2%	-1%	9%	-18%	5%	4%	0%	-2	-4%
O=C1CCc2cc(S(=O)(=O)Nc3ccc(F)cc3)ccc2N1	0.2%	-7%	-1%	16%	10%	?	nt	0%	-3	1%
